# hERG rescue: shields human hERG channel from block by proarrhythmic agents; activation (rescue from dofetilide block), less the hit threshold, % at 10 µM; CHO-hERG, FluxOR thallium flux, dofetilide IC70 present; Q12809; 0.51% of 310,000 active;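 active = activation above the mean of controls blocked by dofetilide plus 5 SD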;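 note: thallium influx through hERG after potassium depolarization seen as dye fluorescence rise; in these data hits start at about 4.7%; inactives centre near -7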
# KCNQ1 act: human KCNQ1 channel potentiation or activation; P51787; CHO-K1 KCNQ1, thallium flux FluxOR fluorescence; active compounds read high; B-score at 10 µM; 0.35% of 310,000 active; AID 2648;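 active = fluorescence ratio B-score, a plate-corrected score, at least three library SD, with initial intensity B-score within 5 SD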
#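 assay system = KCNQ1-transfected CHO-K1 cells | medium = assay buffer with matched DMSO | probe or stimulus = depolarizing K+/Tl+ stimulus, K2SO4 and Tl2SO4 each 12.5 mM in 5x stock | dosing = single dose | incubation = dye 90 min, compound 20 min, room temperature | detection = kinetic FluxOR fluorescence, 10 s baseline plus 110 s post-stimulus | evaluation = ratio B score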
# RGS4 block: human RGS4 inhibition. P49798. HEK293 M3R/RGS4 inducible, Fluo-4 calcium flux; active compounds read high; triggered by carbachol at its EC20. B-score at 10 µM. 0.45% of 310,000 active. AID 463165;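 active = B-score, a plate-corrected calcium signal, over three deviations above library mean, with baseline fluorescence within five deviations of library mean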;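 note: RGS4 expression induced by doxycycline in cells with stable M3 receptor; B-score is computed from the integrated fluorescence ratio over baseline after carbachol; higher B-score means a larger calcium signal and so more RGS4 inhibition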
# Target sequence (P49798 whole entry, looked up): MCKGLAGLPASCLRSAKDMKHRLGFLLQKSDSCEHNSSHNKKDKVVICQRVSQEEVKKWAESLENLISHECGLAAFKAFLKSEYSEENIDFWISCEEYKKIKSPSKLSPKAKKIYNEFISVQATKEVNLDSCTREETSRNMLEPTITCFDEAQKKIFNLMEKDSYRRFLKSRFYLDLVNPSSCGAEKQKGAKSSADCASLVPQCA
# RGS4 pot: RGS4 potentiation or activation; HEK293 M3R/inducible RGS4, carbachol calcium flux Fluo4; active compounds read low; B-score at 10 µM; 0.92% of 310,000 active; AID 463111;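 active = B-score of the integrated calcium signal more than 4 SD below the library mean, with starting fluorescence not abnormally high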;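 note: negative B-score means reduced calcium response which marks RGS4 activation or potentiation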
#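 Assay system: HEK293 FlpIn-TREx cells, stable M3R, doxycycline-inducible RGS4 / Probe or stimulus: carbachol, ECmax concentration / Times: overnight RGS4 induction, 30 min dye load 37 °C, 20 min compound RT / Signal: kinetic calcium fluorescence imaging with Fluo4-AM dye, 2 µM / Measure: Agonist-evoked peak-minus-minimum fluorescence over baseline, integrated ratio, B score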
# KCNQ1 block: blocks the human KCNQ1 potassium channel. P51787. 1.3% of 310,000 active. B-score at 10 µM. CHO-K1 KCNQ1, FluxOR thallium flux fluorescence; active compounds read high;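 active = compounds whose thallium flux B-score, printed positive for inhibition, exceeds three library SD while starting fluorescence stays within three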;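 note: channel opened by potassium depolarization with thallium stimulus after 20 min compound exposure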
# PolyA inh: inhibitors of polyadenylation in S. cerevisiae | 0.02% of 300,000 active | calls only at 12 µM | S. cerevisiae SKY197-pL101 polyadenylation reporter, beta-gal luminescence; efflux-impaired pdr1/pdr3 knockout yeast; score 100 = 6 SD above DMSO;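 active = lowest replicate activity score at least 50, where 100 means six control SD above control mean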;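 note: yeast exposed to compound for 9 h at 30 °C; higher score means more reporter readthrough which indicates perturbed polyadenylation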
# DYRK1A inh: inhibitors of rat Dyrk1A kinase; 0.43% of 310,000 active; inhibition, % at 12.5 µM; ADP-Glo luminescence, NFATc1 peptide; in the data active = inhibition above about 50%;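 note: plate controls were vehicle with enzyme for no effect and no enzyme for full effect; many of its hits are not listed in these tables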
# KCNK3 inh: human KCNK3 channel inhibition, primary screen; B-score at 10 µM; O14649; 0.84% of 340,000 active; CHO-KCNK3 thallium flux, FluxOR fluorescence; active compounds read low;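 active = B-score under library mean minus 4 SD, starting fluorescence ratio at most library mean plus 5 SD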;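 note: more negative B-score means stronger inhibition of thallium flux through KCNK3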
# GSK3 alpha inh: human GSK-3 alpha kinase inhibition; P49840; ADP-Glo luminescence, 60 min; inhibition, % at 10 µM; 0.1% of 320,000 active; AID 2650;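 in the data active = inhibition above about 50%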;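 note: GST-tagged GSK-3 alpha with peptide substrate and 25 µM ATP; 0% = DMSO neutral wells and 100% = GW8510 positive control wells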
# Target sequence (P49840 whole entry, looked up): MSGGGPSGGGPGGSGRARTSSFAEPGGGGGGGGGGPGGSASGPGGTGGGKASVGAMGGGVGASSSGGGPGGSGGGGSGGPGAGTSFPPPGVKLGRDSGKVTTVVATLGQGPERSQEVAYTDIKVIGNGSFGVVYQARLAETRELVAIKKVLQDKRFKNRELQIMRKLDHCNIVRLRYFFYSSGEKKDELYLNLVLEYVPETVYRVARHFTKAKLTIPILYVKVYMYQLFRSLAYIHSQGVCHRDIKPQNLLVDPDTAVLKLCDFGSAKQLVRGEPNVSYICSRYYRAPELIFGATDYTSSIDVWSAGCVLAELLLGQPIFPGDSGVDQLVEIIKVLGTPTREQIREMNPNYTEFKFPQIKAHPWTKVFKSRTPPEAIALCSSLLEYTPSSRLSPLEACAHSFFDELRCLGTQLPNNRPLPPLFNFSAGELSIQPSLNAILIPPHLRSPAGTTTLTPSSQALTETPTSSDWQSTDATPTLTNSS
# GSK3beta inhib: human GSK3beta kinase inhibition; activity score (negative = inhibition), % at 10 µM; 0.038% of 300,000 active; P49841; GST-GSK3beta kinase, ADP-Glo luminescence, 60 min; active compounds read low;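 active = more than half of replicate wells score below -50%, meaning over 50% inhibition versus plate controls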;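 note: 0% = median DMSO wells and -100% = median GW8510 positive control wells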
#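 Assay system: GST-fused GSK3beta enzyme, cell-free / Medium: Tris pH 7.5 buffer with MgCl2, DTT, BSA, heparin / Also added: peptide substrate plus 25 µM ATP (final) / Compound: 10 µM single point / Timing: kinase reaction with compound 60 min at room temperature / Detection: ADP-Glo luminescence / Benchmarks: DMSO neutral wells and GW8510 at 20 µM as positive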
# KCNK9 inh: blocks the human KCNK9 two-pore domain potassium channel | HEK293 KCNK9, FluxOR thallium flux fluorescence; active compounds read low | 1.2% of 310,000 active | Q9NPC2 | AID 488922 | B-score at 10 µM;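 active = ratio B-score over 3 SD below the library mean, with starting fluorescence within 5 SD of its mean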;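 note: negative B-score means less thallium flux so channel inhibition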
# Target sequence (Q9NPC2 whole entry, looked up, the tested form may be a part): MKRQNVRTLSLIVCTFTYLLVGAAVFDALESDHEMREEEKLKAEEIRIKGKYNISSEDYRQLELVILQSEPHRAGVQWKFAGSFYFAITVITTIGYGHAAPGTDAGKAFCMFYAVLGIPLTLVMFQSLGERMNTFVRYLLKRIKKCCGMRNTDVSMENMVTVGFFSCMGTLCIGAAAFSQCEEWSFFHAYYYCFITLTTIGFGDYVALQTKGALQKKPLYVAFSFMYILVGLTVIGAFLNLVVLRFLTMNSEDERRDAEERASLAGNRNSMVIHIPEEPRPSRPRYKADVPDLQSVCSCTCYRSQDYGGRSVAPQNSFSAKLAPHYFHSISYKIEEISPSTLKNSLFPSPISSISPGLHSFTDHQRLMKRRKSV
# Numbers without * were called inactive; i = inactive; . = no result given. A portion of the library (hit frequency here may not be typical).
nr	Structure	hERG rescue	KCNQ1 act	RGS4 block	RGS4 pot	KCNQ1 block	PolyA inh	DYRK1A inh	KCNK3 inh	GSK3 alpha inh	GSK3beta inhib	KCNK9 inh
1	COc1cc(C2NC(=O)NC(c3ccccc3)=C2C(C)=O)c(Cl)cc1OCC(=O)O (configuration not stated)	1	i	i	i	i	i	-4	i	-1	-1	i
2	Fc1cccc(/C=N/Nc2ccccn2)c1	-11	i	i	i	i	i	2	i	-2	-2	i
3	O=C(N1CCOCC1)N1CCN(C(=O)N(c2ccccc2)c2ccccc2)CC1	-6	i	i	i	i	i	-4	i	-5	2	i
4	O=C(NCCCn1ccnc1)c1ccc(Cl)s1	-10	i	i	i	i	i	-1	i	-1	-1	i
5	Cc1ccc(S(=O)(=O)Nc2ccc(S(=O)(=O)Nc3ncccn3)cc2)cc1	-5	i	i	i	i	i	11	i	-1	-3	i
6	COc1cc(/C=C2\SC(=S)N(Nc3ccccc3)C2=O)ccc1O	-4	i	i	i	i	i	30	i	3	-4	i
7	Cc1ccc(-c2cc(NC(=O)CSc3n[nH]c(N)n3)n(-c3ccccc3)n2)cc1	-7	i	i	i	i	i	0	i	0	2	i
8	Cc1cc(C)n2ncc(C(=O)NCCc3ccccc3)c2n1	-5	i	i	i	i	i	6	i	4	4	i
9	Cc1cc(C)nc(Nc2cccc(Cl)c2)n1	-1	i	i	i	i	i	-2	i	0	2	i
10	CC(=O)c1c(C)nc(C)nc1NC(=O)Cc1ccccc1	-8	i	i	i	i	i	-5	i	-3	1	i
11	O=C(NC(=S)Nc1nc2ccc(F)cc2s1)c1ccco1	40*	47*	i	i	i	i	5	i	0	2	i
12	NS(=O)(=O)c1ccc(NC(=O)COC(=O)CNC(=O)C23CC4CC(CC(C4)C2)C3)cc1	-21	i	i	i	i	i	5	i	0	0	i
13	CN1C(=O)S/C(=C/c2cccnc2)C1=O	-5	i	i	i	i	i	14	i	8	-3	i
14	O=C1c2oc3ccc(Cl)cc3c(=O)c2C(c2ccccn2)N1CCCN1CCOCC1 (configuration not stated)	-11	i	i	i	i	i	.	.	-5	2	i
15	Cc1cnc(C)c(N2CCN(Cc3nc(-c4ccc(C)o4)oc3C)CC2)n1	-15	i	i	i	i	i	0	i	2	3	i
16	Cc1ccc2nc(N(CCCN(C)C)C(=O)c3cc(-c4cccs4)nc4ccccc34)sc2c1	-31	i	i	-7.8*	8*	i	-7	i	2	4	i
17	O=C(COc1ccccc1Cl)N1CCN(c2ncccn2)CC1	-7	i	i	i	i	i	1	i	-2	1	i
18	COc1ccc(N2CC(NC(=O)Nc3ccccc3)CC2=O)cc1 (configuration not stated)	-10	i	i	i	i	i	-2	i	0	-2	i
19	CCOc1ccc(C(=O)NCCC(=O)N2CCC3(CC2)NCCc2[nH]cnc23)cc1	-3	i	i	i	i	i	-2	i	-2	-1	i
20	O=C(Nc1ccc(Cl)cc1F)c1ccc(COc2c(F)c(F)c(F)c(F)c2F)o1	-1	i	i	i	i	i	1	i	-2	1	i
21	CCNC(=O)C1CN(S(=O)(=O)c2ccccc2)CCN1S(=O)(=O)c1ccccc1 (configuration not stated)	-3	i	i	i	i	i	-1	i	12	-1	i
22	CCn1c(SCc2ccc(C#N)cc2)nnc1-c1ccc(S(=O)(=O)N2CCCCC2)cc1	-16	i	i	i	i	i	-4	i	1	-1	i
23	CSc1nc2sc3c(c2c(=O)n1C)CCCC3	-1	i	i	i	i	i	-4	i	-3	0	i
24	COc1ccccc1NCCC(=O)OCC(=O)NC1CCCCCC1	-4	i	i	i	i	i	-3	i	-1	0	i
25	COc1ccc(C2=NN(C(=O)c3ccco3)C(c3cc4ccccc4nc3Cl)C2)cc1 (configuration not stated)	-8	i	i	i	i	i	.	.	-1	1	i
26	O=c1[nH]c(SCCOc2cccc3ccccc23)nc2ccccc12	-7	i	i	i	i	i	0	i	0	2	i
27	O=C1CCCN1CCNC(=S)Nc1ccccc1	-10	i	i	i	i	i	1	i	-1	-1	i
28	CC(C)CCN(CC(=O)NCc1ccc(F)cc1)S(=O)(=O)c1ccccc1F	-7	i	i	i	i	i	5	i	-1	8	i
29	COc1cc(CNC(C)c2ccccc2)cc(Cl)c1OCC(=O)Nc1ccccc1 (configuration not stated)	-19	i	i	i	i	i	-1	i	-1	-1	i
30	CCOC(=O)N1CCN(c2ccncc2S(=O)(=O)N2CCCCC2)CC1	-3	i	i	i	i	i	-2	i	1	-3	i
31	COC(=O)Cn1cc(C(=O)c2ccco2)c2ccccc21	-10	i	i	i	i	i	12	i	1	0	i
32	Cc1cc(N2CCOCC2)ccc1/C=C1\NC(=O)N(CC(=O)Nc2ccccc2C)C1=O	-13	i	i	i	i	i	2	i	0	-3	i
33	CC(C)Cn1c(N2CCN(C(=O)c3cccs3)CC2)nc2ccccc21	-7	i	i	i	i	i	-5	i	-2	0	i
34	Cc1oc(CSCCSCc2cc(C(=O)O)c(C)o2)cc1C(=O)O	-6	i	i	i	i	i	.	i	-9	1	i
35	O=C(CSc1nncc2ccccc12)Nc1cccc(O)c1	-7	i	i	i	i	i	1	i	0	-7	i
36	O=C(CCc1ccccc1)NCC(=O)N/N=C/c1ccc(O)cc1O	-5	i	i	i	i	i	3	i	1	2	i
37	CCC(=O)NC(c1ccccc1)c1c(O)ccc2ccccc12 (configuration not stated)	-11	i	i	i	i	i	3	i	-1	-3	i
38	O=C(Nc1cccc(NC(=O)c2ccc(F)cc2)c1)c1ccc(F)cc1	-4	i	i	i	i	i	-3	i	1	-4	i
39	N=c1c2ccccc2nc2n1CCCCCCCCCCC2	-9	i	i	i	i	i	-4	i	0	2	i
40	Cn1c(=O)c2c(ncn2CC(=O)Nc2ccccc2)n(C)c1=O	-3	i	i	i	i	i	7	i	.	2	i
41	COc1ccccc1CN1CCN(Cc2ccc3ccccc3c2)CC1	-8	i	i	i	i	i	2	i	-3	2	i
42	Cc1oc(CC(C)C)cc1C(=O)Nc1ccc(C(=O)O)cc1	-21	i	i	i	i	i	6	i	-7	4	i
43	COc1ccc(C(=O)N2CCCC2)cc1S(=O)(=O)N1CCC(C)CC1	-3	i	i	i	i	i	2	i	2	3	i
44	Cc1cc(C)n(-c2nnc(NC34CC5CC(CC(C5)C3)C4)nn2)n1	-2	i	i	i	i	i	1	i	2	-1	i
45	CCC(Oc1ccccc1F)C(=O)NCCCn1ccnc1 (configuration not stated)	-5	i	i	i	i	i	0	i	0	.	i
46	Cc1ccc(C(=O)Nc2nc3ccc(S(C)(=O)=O)cc3s2)s1	-2	i	i	i	i	i	4	i	-2	1	i
47	C=CC[N+]1(CC=C)CCOCC1	-15	i	i	i	i	i	8	i	0	2	i
48	CCCCC(=O)Oc1ccccc1C1SCc2cc(C)c(C)cc2CS1	-9	i	i	i	i	i	5	i	0	5	i
49	O=C(Cn1nnc2ccccc21)c1ccc(Br)cc1	-6	i	i	i	i	i	-8	i	-2	-1	i
50	CCOc1ccc(C2NC(=O)Cc3cc(OC)c(OC)cc32)cc1 (configuration not stated)	-4	i	i	i	i	i	-2	i	-7	6	i
51	CCCCC1=CC2=C(c3ccco3)C(=O)C(C)(OC(=O)c3ccc(OC)cc3)C(=O)C2=CN1CC1CC1 (configuration not stated)	-10	i	i	i	i	i	-7	i	-1	-1	i
52	CCNc1ccc(Br)cc(C(=O)/C=C/c2ccc(Cl)cc2)c1=O	-6	i	i	i	i	i	0	i	-1	4	i
53	COc1ccc(OC)c(N2CC(O)(c3cccs3)[N+]3=C2SCCC3)c1 (configuration not stated)	-22	i	i	i	i	i	.	i	1	-2	i
54	Cc1nc(-c2ccc(S(=O)(=O)N3CCCN(CCc4ccccc4)CC3)s2)cs1	-15	i	i	i	i	i	-1	i	1	3	i
55	CCN(CC)CCCNC(=O)c1cn(CC)c2cc(N3CCN(C(=O)c4ccco4)CC3)c(F)cc2c1=O	-7	i	i	i	i	i	-4	i	-2	2	i
56	O=C(Nc1cccnc1Cl)c1ccc2c(Cl)c3c(nc2c1)CCC3	2	i	i	i	i	i	-33	i	.	1	i
57	CN(C)S(=O)(=O)c1cccc(NC(=O)CSc2nc3c(cc2C#N)C(=O)CC(C)(C)C3)c1	-5	i	i	i	i	i	-2	i	-1	0	i
58	O=C(/C=C/c1nc2ccccc2s1)N1CCCCCC1	-10	i	i	i	i	i	14	i	1	1	i
59	CC(=O)Nc1cccc(C(=O)/C=C/c2ccc(/C=C/C(=O)c3cccc(NC(C)=O)c3)cc2)c1	-6	i	4.8*	i	i	i	.	.	-1	0	i
60	NC(=O)c1ccc(Nc2ccc3c(c2)CCC3)c([N+](=O)[O-])c1	-4	i	i	i	i	i	3	i	2	-2	i

# Additional results follow:
nr	Structure	hERG rescue	KCNQ1 act	RGS4 block	RGS4 pot	KCNQ1 block	PolyA inh	DYRK1A inh	KCNK3 inh	GSK3 alpha inh	GSK3beta inhib	KCNK9 inh
61	C=CCNCCOc1ccc(C(C)(C)c2ccccc2)cc1	-8	i	i	i	i	i	-3	i	2	-1	i
62	CCCn1cc(S(=O)(=O)c2ccc(Cl)cc2)c(=O)c2cc(OC)ccc21	-4	i	i	i	i	i	4	i	-1	0	i
63	COc1ccccc1/C=C/C(=O)NC1CC2CCC1C2 (configuration not stated)	-5	i	i	i	i	i	3	i	-2	1	i
64	CCOc1cc(CNCc2cccnc2)cc(Br)c1OCC(N)=O	-12	i	i	i	i	i	3	i	3	-1	i
65	N=C(N)SCc1ccccn1	-6	i	i	i	i	i	5	i	-2	3	i
66	CCn1nc(C)c(/C=N/NC(=O)Cn2nnc(N)n2)c1C	-7	i	i	i	i	i	.	i	-1	1	i
67	Cc1ccc(S(=O)(=O)c2c(COC(=O)c3ccc(Cl)cc3)c(-c3ccccc3)nn2C)cc1	-7	i	i	i	i	i	3	i	-6	4	i
68	COc1ccc(S(=O)(=O)N(C)CC(=O)NCC2CCCO2)cc1OC (configuration not stated)	-5	i	i	i	i	i	-8	i	-2	2	i

# Screens (PubChem BioAssay)
